Apaf1 inhib: blocks human Apaf-1 apoptosome activity; O14727; reconstituted apoptosome caspase-3 activity, DEVD-Rh110 fluorescence; inhibition, % at 20 µM; hit rate 0.71% among 330,000; AID 489030; active = inhibition of at least 40% at 20 µM;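 also: plate controls were DMSO wells for no effect and DEVD-CHO caspase inhibitor wells for full effect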
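System: Apoptosome proteins | Medium: Hepes pH 7.5 with detergent and BSA | Also added: Cytochrome c trigger plus (Z-DEVD)2-Rh110 caspase-3 substrate | Incubation: 30 min compound preincubation, 50 min activation, room temperature | Detection: Rhodamine 110 fluorescence at Ex 480/Em 540 nm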
Gli-Sufu block: antagonists of Gli-Sufu signaling; Sufu-KO-LIGHT fibroblasts, Gli luciferase reporter luminescence; hit rate 0.74% among 340,000; inhibition, % at 5 µM;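 active = inhibition above about 55%, limit read from the data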;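 also: 0% = DMSO-treated cells and 100% = wells with medium but no cells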
697 NFkB inh: inhibitors of the PMA/ionomycin-induced NF-kB reporter in 697 B cells | 697 B-cell NF-kB luciferase reporter, 16 h | AID 435022 | hit rate 0.33% among 330,000 | inhibition, % at 4 µM; in the data active = inhibition above about 35%
SENP8 block: inhibitors of human SENP8 protease; purified SENP8, Z-RLRGG-aminoluciferin cleavage, luminescence; Q96LD8; hit rate 1.2% among 330,000; inhibition, % at 10 µM
UBC13 inh: inhibitors of human UBC13 polyubiquitin chain formation | AID 485273 | TR-FRET | hit rate 0.47% among 330,000 | inhibition, % at 20 µM | P61088; in the data active = inhibition above about 45%, passing the limit was not always enough
Target sequence (P61088 whole entry, looked up): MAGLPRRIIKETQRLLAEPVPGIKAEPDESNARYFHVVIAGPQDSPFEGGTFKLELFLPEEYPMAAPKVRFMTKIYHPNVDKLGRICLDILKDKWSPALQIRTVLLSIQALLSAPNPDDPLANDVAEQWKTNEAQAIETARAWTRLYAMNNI
Jurkat NFkB inh: lowers PMA/ionomycin-induced NF-kB signal in Jurkat cells; inhibition, % at 4 µM; AID 435003; hit rate 0.53% among 330,000; PMA/ionomycin-induced NF-kB luciferase reporter, luminescence
EBI2 antag: blocks human EBI2 receptor beta-arrestin signaling; hit rate 0.81% among 360,000; EBI2 beta-arrestin recruitment, luminescence, 7a,25-OHC stimulated; inhibition, % at 5 µM; in the data active = inhibition above about 38%;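 also: enzyme fragment complementation signal reports receptor beta-arrestin coupling in cells; 0% = agonist plus DMSO wells and 100% = wells without agonist; some results beyond the cut were filed as inactive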
Target sequence (P32249 whole entry, looked up, the tested form may be a part): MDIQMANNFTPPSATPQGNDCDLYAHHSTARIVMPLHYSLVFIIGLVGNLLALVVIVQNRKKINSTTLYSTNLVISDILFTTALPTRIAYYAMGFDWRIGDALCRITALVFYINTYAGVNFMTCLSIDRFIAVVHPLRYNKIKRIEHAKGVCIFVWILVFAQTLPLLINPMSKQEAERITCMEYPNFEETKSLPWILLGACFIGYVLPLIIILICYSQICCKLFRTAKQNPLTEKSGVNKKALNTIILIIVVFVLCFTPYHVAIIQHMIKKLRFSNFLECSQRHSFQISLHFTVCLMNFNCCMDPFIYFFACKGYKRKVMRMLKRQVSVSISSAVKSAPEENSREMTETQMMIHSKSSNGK
CCR6 antagonist: blocks CCL20-driven beta-arrestin recruitment at human CCR6; inhibition, % at 20 µM; CHO-K1 CCR6 PathHunter beta-arrestin, luminescence, CCL20-stimulated; hit rate 0.49% among 340,000; P51684;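 active = compounds whose inhibition of the agonist-driven luminescence signal at 20 µM reaches about 50%, limit read from the data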;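 also: cells stimulated with CCL20 at 14 nM final; plate controls were DMSO with CCL20 for no effect and DMSO without agonist for full effect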
Target sequence (P51684 whole entry, looked up): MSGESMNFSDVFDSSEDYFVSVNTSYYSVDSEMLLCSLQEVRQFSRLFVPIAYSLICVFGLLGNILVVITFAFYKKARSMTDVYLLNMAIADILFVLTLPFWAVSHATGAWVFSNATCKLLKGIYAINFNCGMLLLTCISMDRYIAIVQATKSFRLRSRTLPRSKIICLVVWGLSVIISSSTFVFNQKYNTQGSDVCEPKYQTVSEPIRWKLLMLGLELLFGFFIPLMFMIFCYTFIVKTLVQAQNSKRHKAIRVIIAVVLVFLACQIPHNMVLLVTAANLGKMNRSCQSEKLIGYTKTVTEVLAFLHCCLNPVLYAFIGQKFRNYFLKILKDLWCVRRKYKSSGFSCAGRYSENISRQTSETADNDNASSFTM
* marks the source's active call; other numbers are inactive results; / = not tested or not shown. Rule as the data show it, unless noted: active = inhibition above about 50%; inactive = the rest. Some of the compounds tested. The share of hits here may be higher or lower than overall.

SMILES | Apaf1 inhib | Gli-Sufu block | 697 NFkB inh | SENP8 block | UBC13 inh | Jurkat NFkB inh | EBI2 antag | CCR6 antagonist
Cc1ccc(-n2c(CNc3ccc(F)cc3)nnc2SCC(N)=O)cc1 | 3 | 9 | 15 | -6 | 4 | 4 | 12 | 6
O=C(c1ccncc1)N1CCN(S(=O)(=O)c2cc(C(F)(F)F)cc(C(F)(F)F)c2)CC1 | 9 | -6 | 17 | -8 | -1 | 6 | 3 | 0
Cc1noc(NS(=O)(=O)c2ccc(NC(=O)CSc3nnc(-c4ccccc4)n3C3CCCCC3)cc2)c1C | 16 | -1 | 8 | 1 | 5 | -3 | -21 | -19
C[C@@]12C(=O)N(Cc3ccc(Cl)cc3)CC(=O)N1[C@H]1c3ccccc3OC[C@@H]1[C@@H]2c1ccccc1 | 20 | -14 | -4 | 5 | -1 | -15 | 17 | 5
CCOC(=O)N1CCN(CC(O)COc2ccccc2C(C)C)CC1 (centres undefined) | 2 | 5 | 10 | 1 | 2 | 4 | 0 | 14
O=c1c2cc(NC(=S)NCc3ccccn3)ccc2nc2n1CCCCC2 | -8 | 23 | 6 | 0 | 22 | 10 | 3 | 6
O=CN1CCCN(Cc2nc(-c3cccc(Cl)c3)no2)CC1 | -3 | 21 | 5 | -2 | 2 | -15 | -7 | 6
C=CCC[C@H](Cc1ccc(F)cc1)C(=O)O[C@H](CNC(=O)[C@@H](CC=C)CC(=O)N(CCO)Cc1ccccc1)c1ccccc1 | 23 | 8 | -8 | -4 | 4 | 0 | 30 | 17
CC(C)(C)NC(=O)Cn1nc(C(F)(F)F)c2c1CCCC2 | 2 | 5 | -3 | -3 | -1 | -19 | 5 | 5
O=C(NCc1cccnc1)C1c2ccccc2C(=O)N1Cc1ccccc1 (centres undefined) | 8 | 1 | 3 | -2 | 2 | -6 | 1 | 8
CCOc1ccc(S(=O)(=O)NCc2ccccc2)cc1C(N)=O | 15 | 22 | -18 | -9 | 0 | 18 | 4 | -3
Oc1ccc(C[C@@H]2CNCCN2CC2CCCCC2)cc1 | -7 | 13 | 7 | 4 | 7 | 9 | -21 | -3
O=C(C[n+]1cc(Br)cc(Br)c1)c1ccc(Cl)cc1 | 11 | -3 | 15 | 1 | 4 | 2 | -10 | 18
CC(=O)c1csc(COc2cc(Cl)cc(Cl)c2)n1 | -3 | 6 | -10 | 0 | 0 | 6 | -1 | 19
CCOC(=O)CSc1nc(N)c(C(=O)Nc2ccc(N(C)C)cc2)s1 | -5 | 2 | 7 | -9 | 6 | 4 | 32 | -11
CN(C)C(CNC(=O)c1cccc(S(=O)(=O)NCc2ccccc2)c1)c1ccccc1 (centres undefined) | 24 | 20 | 4 | 5 | 15 | -8 | -4 | 12
CCN(CC)P(=O)(c1ccccc1)c1c(C)nc2ccccn12 (centres undefined) | 1 | -20 | 5 | 3 | -8 | 10 | -1 | -4
CCOC(=O)c1ccc(NC(=O)CSc2nnc(Cn3c(=O)sc4ccccc43)n2C)cc1 | -4 | -6 | -1 | 11 | 1 | 4 | 1 | -14
COc1ccc2cc(C)c(SCC(=O)Nc3cc(C)on3)nc2c1 | -12 | -1 | 10 | 9 | 2 | 9 | -9 | -5
Cc1ccc(OCC(=O)Nc2ccc(F)cc2)cc1C | -2 | -6 | -3 | 0 | -1 | -24 | -10 | 1
CC(=O)Nc1ccc(N2CCN(C(=O)c3cccs3)CC2)cc1 | 7 | 0 | 3 | 2 | -4 | 13 | -1 | -5
O=C1CCC(N2C(=O)c3ccccc3C2=O)C(=O)N1 (centres undefined) | -11 | 5 | 29 | 5 | 9 | 11 | 4 | 6
CN(C(=O)c1ccccc1C(=O)OCC(=O)Nc1ccccc1)c1ccccc1 | 11 | -5 | 8 | -13 | -12 | -7 | 10 | 2
CCCCCCN(C(=O)CCCN1C(=O)NC(c2ccc([N+](=O)[O-])cc2)C(C(=O)OCc2ccccc2)=C1C)C(C)C(=O)NCCCC (centres undefined) | 24 | 4 | -12 | / | / | / | 40 | 31
Cc1sc(-c2ccccn2)nc1OC(=O)c1ccc(Cl)c(Cl)c1 | 0 | 3 | 21 | 3 | -8 | -7 | 6 | -1

By substructure: the compounds so far containing a CF3 group (two)
SMILES | Apaf1 inhib | Gli-Sufu block | 697 NFkB inh | SENP8 block | UBC13 inh | Jurkat NFkB inh | EBI2 antag | CCR6 antagonist
O=C(c1ccncc1)N1CCN(S(=O)(=O)c2cc(C(F)(F)F)cc(C(F)(F)F)c2)CC1 | 9 | -6 | 17 | -8 | -1 | 6 | 3 | 0
CC(C)(C)NC(=O)Cn1nc(C(F)(F)F)c2c1CCCC2 | 2 | 5 | -3 | -3 | -1 | -19 | 5 | 5

Continuation.
SMILES | Apaf1 inhib | Gli-Sufu block | 697 NFkB inh | SENP8 block | UBC13 inh | Jurkat NFkB inh | EBI2 antag | CCR6 antagonist
C=C(C(=O)c1ccccc1)C(CC(=O)c1ccccc1)c1ccccc1 (centres undefined) | 23 | 23 | -49 | 1 | 7 | 14 | -16 | 23
O=C(CC(Cc1ccccc1)c1ccco1)NCc1ccco1 (centres undefined) | 6 | 5 | 8 | 0 | 5 | -6 | -1 | 3
C=CCn1c(CCSCc2ccc(OC)c(C)c2)n[nH]c1=S | 2 | 5 | 4 | 1 | 9 | -4 | -3 | 4
CC1CCN(CCCCOc2ccccc2[N+](=O)[O-])CC1 | -3 | -14 | 2 | -7 | 2 | -17 | -3 | -3
Cc1nn(-c2ccccc2)c(Cl)c1/C=C1\SC(=S)N(CCCCCC(=O)O)C1=O | 17 | -1 | 32 | -23 | -9 | -13 | 17 | 6
COc1ccc(OC)c(C2/C(=C(\O)c3ccc4c(c3)OCCO4)C(=O)C(=O)N2CC2CCCO2)c1 (centres undefined) | 16 | -2 | 12 | 0 | -12 | 6 | 3 | -1
COc1ccc(NC(=O)CSc2nc3ccccc3nc2N2CCOCC2)c(OC)c1 | 15 | -3 | 3 | -8 | 2 | -15 | 6 | 21
CC(C)CC1C2C(=O)N(c3ccccc3)C(=O)C2ON1c1ccccc1 (centres undefined) | -4 | / | 4 | 1 | 9 | 17 | 11 | 14
COc1ccccc1N1CCN(Cc2ccc(OC)c(OC)c2OC)CC1 | -16 | 13 | 16 | -8 | 6 | 16 | -3 | 6
CC(=O)N1CCN(c2ccc(NC(=O)C(C)Oc3ccc(Cl)cc3Cl)cc2)CC1 (centres undefined) | 15 | -2 | -58 | -13 | -13 | -9 | -15 | 11
S=c1nc2ccccc2c2nc(-c3ccccc3Cl)[nH]n12 | 5 | 28 | -17 | -6 | 40 | -7 | 5 | -4
N/C(=N\OC(=O)Cc1ccc(Cl)cc1)c1cccnc1 | 2 | -3 | 22 | -2 | 0 | 12 | -10 | -25
O=C(c1ccccc1)c1ccc(Oc2ccc(C(=O)O)c(C(=O)O)c2)cc1 | 4 | -4 | 7 | 11 | 10 | 7 | -9 | -11
O=C(CC1SC(N2CCCCC2)=NC1=O)Nc1ccc(C(=O)NCc2ccccc2)cc1 (centres undefined) | -4 | 1 | 16 | 4 | 2 | 5 | 1 | 8
O=C(CSc1nc(-c2ccccc2)cs1)NCCCN1CCCC1=O | -2 | 3 | -1 | 3 | 4 | -3 | 3 | 5
Nc1ccc(C(=O)Nc2nccs2)cc1 | -15 | -18 | -52 | -4 | -2 | -25 | -14 | -9
Cc1noc(C)c1C(=O)N(CC(=O)NC1CCCC1)Cc1ccccc1F | -17 | 3 | 3 | -6 | -2 | -9 | 8 | 7
Cc1ccc(S(=O)(=O)N/N=c2\sc3ccccc3n2C)cc1 | -3 | -8 | -14 | -13 | -10 | 9 | -7 | -14
c1ccc(CCn2nnnc2CN2CCN(C3CCCC3)CC2)cc1 | 0 | 10 | -22 | -5 | -8 | -13 | -2 | 4
CCn1cc(C(=O)O)c(=O)c2cc(F)c(N3CCN(C(=S)NC(=O)c4ccc(Br)cc4)CC3)cc21 | 21 | 4 | 38* | -3 | -6 | -21 | -10 | 1
O=C(NCCC(=O)N1CCCC(C(F)(F)F)C1)c1ccccc1Cl (centres undefined) | 16 | 0 | 16 | 3 | 8 | -8 | 7 | 5
CCSC(C)CC1CC(=O)CC(=O)C1 (centres undefined) | -9 | 1 | 8 | 2 | 0 | -7 | -4 | 14
Cc1cc(C)nc(/N=C(\N)Nc2ccc(F)c([N+](=O)[O-])c2)n1 | -1 | 6 | 26 | -3 | 11 | 4 | -13 | 4
Cc1ccc2c(c1)-c1cc(C)nn1C(c1sccc1C)N2 (centres undefined) | 1 | -25 | 10 | -2 | 14 | 3 | -5 | 21
O=C(CN1C(=O)NC2(CCCC2)C1=O)N1CCN(c2ccccc2Cl)CC1 | 3 | -11 | -13 | -1 | 5 | -13 | -4 | 6
New compounds follow
SMILES | Apaf1 inhib | Gli-Sufu block | 697 NFkB inh | SENP8 block | UBC13 inh | Jurkat NFkB inh | EBI2 antag | CCR6 antagonist
NC(=O)CSc1nnc2ccc(-c3ccc(Cl)cc3)nn12 | -14 | 26 | 15 | -7 | 23 | 3 | -1 | 0
COCCN(CC(=O)Nc1ccccc1C)S(=O)(=O)c1ccc(S(=O)(=O)N2CCCC2)cc1 | 11 | 18 | 13 | -4 | 7 | 12 | -1 | 13
Cc1ccc(C(=O)NCC2CCCO2)cc1N1CCCC1=O (centres undefined) | -3 | -2 | 6 | -9 | -8 | 5 | -2 | 4
O=C(CCCN1C(=O)/C(=C\c2ccccc2)SC1=S)Nc1ccccc1O | -10 | 8 | 12 | -2 | 5 | 18 | 11 | 10
O=C(O)/C=C/c1cn(-c2ccccc2)nc1-c1ccccc1 | 0 | -2 | 8 | -5 | -3 | -2 | 6 | -1
Cc1cccc(OS(=O)(=O)NC(=O)OCC2CCCN3CCCCC23)c1 (centres undefined) | 0 | -5 | 14 | -5 | 1 | 9 | -1 | 9
Cc1ccc(CNn2cn[nH]c2=S)cc1 | -6 | 2 | 19 | 3 | 5 | 4 | -4 | -15
CCc1nc(NCC2CCCN2CC)c2nnn(Cc3ccccc3F)c2n1 (centres undefined) | 15 | 1 | 2 | -9 | -9 | 2 | 6 | -12
Nc1ccc(C(=O)c2ccccc2C(=O)O)cc1Cl | -8 | -1 | -5 | 1 | 1 | -6 | -1 | 2
Cc1ccc(C)c(NC(=O)CCN2C(=O)c3ccccc3C2=O)c1 | 5 | 2 | 6 | 3 | 1 | -13 | -5 | 7
CC(=O)Nc1ccc(NC(=O)Cc2ccc(-c3ccccc3)cc2)cc1 | -7 | -1 | -12 | -9 | -10 | -4 | -5 | 2
c1nc2ccc(Cc3ccc4nc[nH]c4c3)cc2[nH]1 | -17 | -5 | 2 | 3 | 7 | 7 | 6 | -5
O=C(Cn1cnc2c(OCc3ccccc3)ncnc21)NCc1nc2ccccc2[nH]1 | 2 | -12 | 2 | -10 | -15 | -7 | -10 | 8
NC(CO)c1cn([C@@H](CCC(=O)O)C(=O)N2CCNCC2)nn1 (some centres undefined) | -7 | 19 | 8 | -12 | -3 | 3 | 4 | -1
COc1cc(C(c2sc3nc(C)nn3c2O)N2CCC3(CC2)OCCO3)cc(OC)c1OC (centres undefined) | -8 | -2 | -4 | 2 | 4 | 0 | -7 | 4
O=C(CS(=O)(=O)c1ccccc1)Nc1ccc(Cl)cn1 | 3 | -11 | 7 | 3 | 4 | -6 | 5 | 3
Cc1ccc(N2CCN(CC(O)COc3ccc([N+](=O)[O-])cc3)CC2)cc1 (centres undefined) | 2 | 0 | 18 | 1 | 6 | 24 | -6 | 4
O=C(Nc1ccon1)c1cccc(S(=O)(=O)N2CCCC2)c1 | -15 | 1 | -13 | 2 | 20 | -4 | -4 | 8
CCn1c(/C=N/Nc2ccc(C(=O)O)cc2)nc2ccccc21 | -4 | 30 | -13 | 4 | -2 | 3 | -19 | 8
O=C(NC1CCCCC1)N1CCSC1=Nc1ccccc1 | 23 | 35 | -23 | 0 | -2 | 6 | -1 | 18
CC(=O)NC12CC3CC(C1)CC(C(=O)N1CCN(S(=O)(=O)c4cccc(C(F)(F)F)c4)CC1)(C3)C2 | 9 | -10 | 17 | -1 | -2 | -8 | 0 | 10
O=c1c2c([nH]n1-c1ccccc1)CCCC2 | 10 | 5 | -13 | -9 | 0 | 8 | 0 | 10
Cc1ccccc1CSCC(=O)NC(=O)NCc1ccco1 | -4 | -12 | -6 | -2 | 2 | -11 | -5 | 8

High-throughput results (PubChem BioAssay)
